Screening data from PubChem BioAssay.
RAD52 anneal inh = inhibitors of human RAD52 DNA annealing; P43351; recombinant RAD52 DNA annealing, FRET fluorescence; inhibition, % at 18.7 µM; 360,000 tested, 0.46% active;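 active means every replicate showing at least 50% inhibition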
ERp5 inh = inhibitors of human ERp5; Q15084; 350,000 tested, 0.05% active; ERp5 insulin aggregation, absorbance 650 nm, 90 min; inhibition, % at 9.99 µM; AID 651711;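 active means mean replicate inhibition above about 25%, with every replicate also reaching it, limit read from the data, passing the limit was not always enough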
PglD inh = blocks C. jejuni PglD acetyltransferase activity. purified PglD enzyme, DTNB colorimetric CoA detection. inhibition, % at 12.5 µM. 360,000 tested, 0.098% active; in the data active means inhibition above about 16%, passing the limit was not always enough; further: strong numbers were not always called active
ARNT TACC3 PPI = ARNT/TACC3 interaction disruption; Q9Y6A5; 390,000 tested, 0.66% active; AlphaScreen His-ARNT PAS-B/GST-TACC3 binding, luminescence; TACC3 fragment carries E629A point mutation; inhibition, % at 9.99 µM; AID 623870;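 active means mean inhibition of replicates at least 50% and at least half of replicates each reaching 50%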;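 further: 0% = complete ARNT plus TACC3 wells and 100% = ARNT alone without TACC3; many hits fall short of the cut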
Casp6 inh = blocks human caspase-6 cleavage activity; P55212; purified caspase-6, Z-VEID-R110 cleavage fluorescence; inhibition, % at 12.5 µM; 350,000 tested, 0.53% active;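 active means mean inhibition across replicates at least about 35%, with every replicate also reaching that limit, limit read from the data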;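 further: 0% = median of neutral control wells and 100% = no fluorescence left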
Target sequence (P55212 24-179 limits assumed): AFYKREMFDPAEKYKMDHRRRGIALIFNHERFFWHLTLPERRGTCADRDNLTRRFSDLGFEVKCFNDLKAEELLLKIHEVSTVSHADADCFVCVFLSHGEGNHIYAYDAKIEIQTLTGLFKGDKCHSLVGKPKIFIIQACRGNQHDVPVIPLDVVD
Target sequence (P55212 194-293 limits assumed): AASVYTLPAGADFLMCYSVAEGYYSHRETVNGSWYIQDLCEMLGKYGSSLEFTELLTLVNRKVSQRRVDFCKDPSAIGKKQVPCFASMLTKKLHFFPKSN
E-selectin induc = induces E-selectin expression in human endothelial cells | HUVEC E-selectin immunofluorescence imaging; normalized: neutral wells 0, TNF-alpha wells 100 | P16581 | activation, % at 7.58 µM | 260,000 tested, 0.37% active;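 active means mean E-selectin-positive cell signal at least 10% of the positive control, reached in at least 60% of replicates, without over 20% cell loss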;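 further: in these data hits start at about 27%; measured in HUVEC primary endothelial cells; signal is the percent of cells scored E-selectin positive by PE staining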
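Read-out: % PE-positive cells | Test system: HUVEC | Doses: One compound dose added by pin transfer | Buffer or medium: EGM-2 over gelatin coat | Signal: Immunofluorescence imaging | Benchmarks: TNF-alpha, DMSO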
RAD54 inh = RAD54 (human) branch migration inhibition; AID 602329; 360,000 tested, 0.14% active; RAD54 Holliday junction branch migration, FAM/BHQ fluorescence; Q92698; inhibition, % at 10.4 µM;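 active means mean normalized replicate activity at least 40 and at least half of replicates scoring 40 or more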;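 further: 0% = median of neutral control wells and 100% = median of positive control wells; inhibitors cause a drop in the FAM fluorescence signal; in these data hits start at about 50%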
Target sequence (Q92698 whole entry, looked up): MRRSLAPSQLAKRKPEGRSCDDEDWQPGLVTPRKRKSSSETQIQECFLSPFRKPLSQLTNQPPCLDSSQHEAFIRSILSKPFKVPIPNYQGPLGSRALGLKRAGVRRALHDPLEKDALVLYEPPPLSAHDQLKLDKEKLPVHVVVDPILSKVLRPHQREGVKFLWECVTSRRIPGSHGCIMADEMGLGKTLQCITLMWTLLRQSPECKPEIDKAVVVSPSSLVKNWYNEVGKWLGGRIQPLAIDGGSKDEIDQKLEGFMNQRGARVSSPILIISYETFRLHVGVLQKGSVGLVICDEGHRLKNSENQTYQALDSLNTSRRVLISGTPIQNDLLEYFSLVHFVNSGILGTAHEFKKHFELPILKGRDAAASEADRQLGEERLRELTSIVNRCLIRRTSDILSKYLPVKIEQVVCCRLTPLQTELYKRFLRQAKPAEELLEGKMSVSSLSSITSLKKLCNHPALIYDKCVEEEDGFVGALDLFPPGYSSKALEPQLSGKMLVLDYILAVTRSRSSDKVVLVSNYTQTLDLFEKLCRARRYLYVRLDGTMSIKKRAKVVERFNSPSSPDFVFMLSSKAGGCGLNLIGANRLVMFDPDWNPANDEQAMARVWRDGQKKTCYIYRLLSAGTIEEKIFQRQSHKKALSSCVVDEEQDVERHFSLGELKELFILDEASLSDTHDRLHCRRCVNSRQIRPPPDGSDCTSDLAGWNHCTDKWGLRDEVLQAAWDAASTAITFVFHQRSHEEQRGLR
esBAF inh = blocks esBAF chromatin remodeling in mouse ES cells; Bmi1-luciferase knock-in reporter, 24 h; 100% = twice the neutral-well signal; reporter increase, % at 12.5 µM; 350,000 tested, 2% active; AID 602393; in the data active means activation above about 40%;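 further: 0% = median of the plate's neutral control wells and 100% = double that signal; a rise in the Bmi1 reporter signal indicates esBAF inhibition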
* marks the source's active call; other numbers are inactive results; . = not tested or not shown; & = joins results of further samples. This is a random part of the collection. About 3.2% of those tested had a hit in this group.

SMILES	RAD52 anneal inh	ERp5 inh	PglD inh	ARNT TACC3 PPI	Casp6 inh	E-selectin induc	RAD54 inh	esBAF inh
COc1ccc(-n2c(O)c(C=Nc3ccccc3)c3ccccc3c2=O)cc1OC	-11	4	-1	1	0	0.0	3	2
CCC(CC)C(=O)Nc1cccc(-c2nc3ccccc3o2)c1	.	.	0	2	.	.	3	-6
CC(=O)N1CCC(N(C(=O)Nc2c(F)cccc2F)C(C)C)CC1	-8	3	3	-9	-1	-0.5	-10	3
CN1C(=O)c2cc(NC(=O)C3CC3)ccc2OC[C@@H]2O[C@@H](CC(=O)NC3CCC3)CC[C@@H]21	2	-1	0	.	2	0.4	-7	-4
Cc1cccc(C(C)C)c1NS(=O)(=O)c1cn(C)nc1C	-5	3	-1	-5	-1	.	4	.
CN(C)C(=O)c1cccc(-c2ccc3c(c2)[C@@H]2[C@@H](CCN2C(=O)c2ccncc2)[C@@H](CO)N3C)c1	-3	-3	1	-11	-1	-0.4	2	-5
CC=Cc1ccc2n(c1=O)C[C@@H]1[C@@H](CO)[C@H](C(=O)NCC3CC3)[C@H]2N1Cc1ccccc1F (mixture of isomers)	-12	10	0	-2	2	-0.2	7	2
O=C(OCc1nnc(-c2ccccc2)o1)c1cc(F)c(F)cc1Cl	-23	-2	.	-3	-1	5.0	.	.
COc1ccc(C2=NOC(C(=O)NCc3cccs3)C2)cc1 (centres undefined)	.	.	-4	0	.	.	1	-3
COc1ccc(NC(=O)Nc2ccc3c(c2)CC(=O)N([C@H](C)CO)C[C@@H](C)[C@H](CN(C)S(=O)(=O)c2cn(C)cn2)O3)cc1	-12	7	-2	-22	0	.	1	2
O=C(COc1cc(Cl)c(Cl)cc1Cl)NCCc1ccccn1	-17	8	.	-2	1	.	.	.
CSc1cccc(N2CC(C(=O)NCCC3=CCCCC3)CC2=O)c1 (centres undefined)	-1	1	11	-4	2	.	2	.
C=CC[C@@H](CC(=O)N(CCO)Cc1ccccc1)C(=O)N[C@@H](C)COC(=O)[C@@H](CC=C)CC(=O)OC(C)(C)C	8	6	3	-14	0	0.4	-19	1
Cc1cc(Cl)ccc1OC(C)c1nnc(N)s1 (centres undefined)	.	.	3	-18	.	.	9	-4
C[C@H](CO)N1C[C@H](C)[C@@H](CN(C)C(=O)Nc2cccc(F)c2)Oc2ncc(C#CCN(C)C)cc2C1=O	-8	-3	-3	3	-70	0.4	-11	2
CC(C)C(NC(=O)c1ccc(Cl)cc1Cl)C(=O)NCCc1ccccn1 (centres undefined)	-5	-7	1	4	0	-0.5	-9	-2
COc1cccc(S(=O)(=O)N2CCCCN3[C@H](CO)[C@@H](c4ccc(-c5cccnc5)cc4)[C@@H]3C2)c1	13	1	-9	0	-1	-0.7	0	5
O=C(OCc1cn([C@H]2CN(C(=O)c3cccs3)[C@@H](c3ccc(Cl)cc3)C[C@@H]2O)nn1)c1ccccc1	4	8	1	.	2	0.6	2	-4
CC[C@]12c3[nH]c4cc(-c5ccco5)ccc4c3CCN1C(=O)[C@@H](CC(=O)NCCCn1ccnc1)C[C@@H]2C(=O)N1CCN(C(=O)C2CC2)CC1	-14	-2	-1	7	-65	-0.7	-16	0
COc1ccc(C2CC(c3ccccc3F)=NN2c2ccc(S(N)(=O)=O)cc2)cc1 (centres undefined)	-16	-5	3	-37	1	4.1	13	-3
O=C(NNC(=O)c1ccccc1C(=O)O)c1cc2ccccc2o1	13	0	-5	-1	4	.	-7	-6
CC(C)NC(=O)N(C)C[C@@H]1Oc2ncc(C#Cc3ccccc3)cc2C(=O)N([C@H](C)CO)C[C@@H]1C	-7	-5	5	1	2	0.1	2	2
Brc1ccc(CN2CCN(c3ccccn3)CC2)s1	0	-9	-2	5	-1	.	-6	0
CCN1C(=O)[C@H]2[C@@H](c3ccc(C)cc3)N3C(=O)N(c4ccccc4)C(=O)[C@@]3(CC)[C@H]2C1=O	-2	8	7	-1	2	-0.1	-4	14
COc1ccc2c3c([nH]c2c1)[C@@H](CO)N(C(=O)C1CC1)CC31CN(C)C1	0	-6	.	.	-1	-0.3	.	.
C[C@@H]1CN([C@@H](C)CO)C(=O)c2cc(NS(=O)(=O)c3cccs3)ccc2O[C@@H]1CN(C)C(=O)Nc1ccc(F)cc1	-7	-1	2	1	2	-0.1	-1	4
Cc1cc(Cl)ccc1C(=O)C1CCCN(C(=O)c2snnc2C)C1 (centres undefined)	1	-1	.	-1	5	.	.	.
C[C@H]1CN([C@@H](C)CO)C(=O)c2cc(NC(=O)Cc3cn(C)c4ccccc34)ccc2O[C@@H]1CN(C)C(=O)Nc1ccc2c(c1)OCO2	-4	-4	-1	-1	-1	.	3	7
O=C(NCc1ccccc1)NC12CC3CC(CC(C3)C1)C2	-3	3	.	2	-1	0.2	.	.
O=C(c1cccc2ccccc12)N1CCN(Cc2ccccc2F)CC1	-8	-2	-9	-2	-1	.	4	-5

4 of these compounds in another layout.
Results follow in this order: RAD52 anneal inh, ERp5 inh, PglD inh, ARNT TACC3 PPI, Casp6 inh, E-selectin induc, RAD54 inh, esBAF inh
- C[C@@H]1CN([C@@H](C)CO)C(=O)c2cc(NS(=O)(=O)c3cccs3)ccc2O[C@@H]1CN(C)C(=O)Nc1ccc(F)cc1
    -7, -1, 2, 1, 2, -0.1, -1, 4
- Cc1cc(Cl)ccc1C(=O)C1CCCN(C(=O)c2snnc2C)C1 (centres undefined)
    1, -1, ., -1, 5, ., ., .
- C[C@H]1CN([C@@H](C)CO)C(=O)c2cc(NC(=O)Cc3cn(C)c4ccccc34)ccc2O[C@@H]1CN(C)C(=O)Nc1ccc2c(c1)OCO2
    -4, -4, -1, -1, -1, ., 3, 7
- O=C(NCc1ccccc1)NC12CC3CC(CC(C3)C1)C2
    -3, 3, ., 2, -1, 0.2, ., .

Following part:
SMILES	RAD52 anneal inh	ERp5 inh	PglD inh	ARNT TACC3 PPI	Casp6 inh	E-selectin induc	RAD54 inh	esBAF inh
O=C(O)CC/C(=N\NC(=O)c1ccccc1Br)c1ccccc1	1	7	.	2	1	11	.	.
CCCNC(=O)c1onc(CSc2ccc(F)cc2)c1C(=O)NCC1CC1	-7	2	-2	-8	-1	-0.1	8	-6
Cc1cc(NC(=O)CN2C(=O)c3ccccc3C2=O)no1	-6	3	.	2	0	.	.	.
CC(NC(=O)COC(=O)c1cc([N+](=O)[O-])ccc1N1CCOCC1)c1ccccc1 (centres undefined)	-10	2	3	21	-2	-0.1	-5	-1
Cc1ccc(OC(C)C(=O)Nc2ccc3c(c2)n(C)c(=O)n3C)c(C)c1 (centres undefined)	-3	3	-18	-2	0	0.3	-12	0
COc1ccc(/C=C/C(=O)OCC(=O)c2ccccc2F)cc1	-5	4	.	-7	-1	-0.1	.	.
COc1ccc(C(=O)NCc2ccccn2)cc1[N+](=O)[O-]	-19	-4	.	1	1	.	.	.
Cc1onc(-c2c(F)cccc2Cl)c1C(=O)NCCN1CCNC1=O	-6	-1	1	-8	-3	-0.1	11	0
Cc1ccc(NC2CCCN(C(=O)c3snnc3C)C2)cc1C (centres undefined)	1	8	-4	-2	-3	.	10	-2
CCCn1c(SCC(=O)c2cc(C)n(-c3cc(C)on3)c2C)n[nH]c1=O	0	3	-3	-2	1	.	5	8
CCCOCCc1nnc(N)s1	-14	-1	2	-13	-2	3.7	5	-8
COc1ccc(C(=O)N2CCN(C(=O)c3ccco3)CC2)cc1OC	-4	-13	0	2	-4	.	3	-8
Nc1c(C(=O)N/N=C/c2ccc(F)cc2)oc2nc(-c3ccccc3)cc(-c3ccco3)c12	-35	1	.	-4	2	0.1	.	4
O=c1[nH]c(=S)c2c(n1-c1ccccc1)CCC2	0	-1	0	-17	11	.	-2	-4
CCNC(=O)[C@H]1[C@H](CO)[C@H]2Cn3c(ccc(-c4cccc(F)c4)c3=O)[C@@H]1N2C(=O)c1ccccn1	-7	1	-4	4	5	0.1	-3	-5
O=c1c2ccccc2nnn1CSc1nnc(-c2ccc3c(c2)OCO3)o1	.	.	2	-3	.	.	5	23
C[C@H]1CN([C@@H](C)CO)C(=O)c2cccc(NC(=O)c3ccc(-c4nccs4)cc3)c2O[C@@H]1CN(C)Cc1ccc2c(c1)OCO2	7	-4	5	28	0	0.6	-2	-9
O=C(NCCCn1ccnc1)c1ccc(NS(=O)(=O)c2ccc(Cl)c(Cl)c2)cc1	0	-4	6	7	-17	.	1	0
Cc1cc(C)n2nc(-c3ccccc3)cc2n1	-9	-1	.	15	1	.	.	43*
C[C@H]1CN([C@@H](C)CO)C(=O)c2cc(C#CC3(O)CCCC3)cnc2O[C@H]1CN(C)C(=O)Cc1cccnc1	.	22	4	.	.	-0.1	-5	0
Cc1cc(=O)[nH]c2ccc(Cc3ccccc3)cc12	-11	5	.	-2	2	-0.1	.	-3
O=C(O[C@H]1[C@H](Cc2ccccc2)NS(=O)(=O)[C@H]2C[C@@H]3C=C[C@]12O3)c1ccc([N+](=O)[O-])cc1	-6	-1	1	-1	13	-0.1	-1	7
CCn1cc(C(=O)NCCc2ccccc2C)c(=O)c2ccc(C)nc21	-5	5	-3	-10	0	0.5	20	-7
O=C(Nc1ccc(CN2CCCCC2)cc1)c1sc2ccccc2c1Cl	-5	4	4	-4	1	3.8	8	8
CCNC(=O)C(=O)Nc1ccc([N+](=O)[O-])cc1	0	0	.	-14	1	.	.	.
O=C(CSC(=S)N1CCCCC1)c1ccccc1	-8	0	-1	4	1	.	1	-7
O=C(COC(=O)c1ccncc1)Nc1ccccc1	-29	0	.	0	-11	.	.	.
CCn1c(SCC(=O)N2c3ccccc3CCc3ccccc32)nc2c1c(=O)n(C)c(=O)n2C	.	.	-2	-12	.	.	-3	9
CCOC(=O)C1CCN(C/C=C/c2ccccc2)CC1	-3	0	-3	-7	0	-0.3	3	2
C[C@@H]1CN([C@@H](C)CO)C(=O)c2cc(NS(=O)(=O)c3ccc(F)cc3)ccc2O[C@@H]1CN(C)CC1CC1	-1	-2	0	2	3	3.9	-3	-5
CCC(C)Oc1ccc(/C=C/c2[nH]c(=O)[nH]c(=O)c2[N+](=O)[O-])cc1OC (centres undefined)	-131	-2	-1	-6	-2	.	-2	10
COc1cccc(S(=O)(=O)N(C)C[C@@H]2OCc3cn(nn3)CCCC(=O)N([C@H](C)CO)C[C@H]2C)c1	-3&3	-1&0	-1&-1	-2	7&-4	-0.1	1&-4	-2&-3
Cc1cc(C)n(CCNC(=O)c2cc(COc3ccc(F)cc3Cl)on2)n1	-20	0	.	-6	-1	.	.	.
CC(Oc1ccc(F)cc1)C(=O)Nc1cc(S(=O)(=O)N2CCOCC2)ccc1N1CCN(C)CC1 (centres undefined)	-7	-8	-5	0	-2	.	-9	-2
C[C@@H]1CCCCO[C@H](CN(C)C)[C@@H](C)CN([C@H](C)CO)C(=O)c2cc(N(C)C)ccc2O1	5	2	1	-4	-1	0.0	0	2
O=C(Nc1ccccc1N1CCN(C(=O)c2ccccc2)CC1)c1ccccc1Cl	-21	-7	.	0	0	4.7	.	.
CN(C)C(=O)NC1c2ccccc2-c2ccccc21	-4	0	5	4	1	0.0	4	-3
O=C(NC1CCCC1)N1CCCCN2[C@H](C1)[C@@H](c1ccc(-c3cccnc3)cc1)[C@@H]2CO	5	3	-2	-5	0	0.0	-3	-2
CCN(CC(=O)Nc1cc(Cl)ccc1C)C(=O)CN1C(=O)NC(CC)(c2ccccc2)C1=O (centres undefined)	-8	-10	.	.	-8	0.3	.	.
CCCN1C[C@H](C)[C@H](OC)CN(C)C(=O)c2cc(NC(=O)c3ccc(F)cc3)ccc2OC[C@@H]1C	6	10	0	5	1	0.1	4	-1
COc1ccc(NS(=O)(=O)c2cccc(C(=O)NNC(=O)CN3C(=O)NC(C)(C)C3=O)c2)cc1	-2	1	.	0	4	0.2	.	2
CC12CCC(=O)N1C(C(=O)OCC(=O)Nc1cccc(Br)c1)CS2 (centres undefined)	-3	2	-2	-2	0	.	1	-2
